EPAC1 agonist = qHTS for Agonist of cAMP-regulated guanine nucleotide exchange factor 3 (EPAC1): primary screen | 0.073% of 360,000 active | Rap guanine nucleotide exchange factor 3 (Homo sapiens), O95398 | Potency, µM (series often up to 154 µM), without a hit: top-dose activation, most hits filed as activators | EPAC1 agonist qHTS, biochemical assay; response scale: 100% = response to 6.5 mM cAMP; note: nearly all actives have a fitted effect of over 60% in size
Target sequence (O95398 whole entry, looked up): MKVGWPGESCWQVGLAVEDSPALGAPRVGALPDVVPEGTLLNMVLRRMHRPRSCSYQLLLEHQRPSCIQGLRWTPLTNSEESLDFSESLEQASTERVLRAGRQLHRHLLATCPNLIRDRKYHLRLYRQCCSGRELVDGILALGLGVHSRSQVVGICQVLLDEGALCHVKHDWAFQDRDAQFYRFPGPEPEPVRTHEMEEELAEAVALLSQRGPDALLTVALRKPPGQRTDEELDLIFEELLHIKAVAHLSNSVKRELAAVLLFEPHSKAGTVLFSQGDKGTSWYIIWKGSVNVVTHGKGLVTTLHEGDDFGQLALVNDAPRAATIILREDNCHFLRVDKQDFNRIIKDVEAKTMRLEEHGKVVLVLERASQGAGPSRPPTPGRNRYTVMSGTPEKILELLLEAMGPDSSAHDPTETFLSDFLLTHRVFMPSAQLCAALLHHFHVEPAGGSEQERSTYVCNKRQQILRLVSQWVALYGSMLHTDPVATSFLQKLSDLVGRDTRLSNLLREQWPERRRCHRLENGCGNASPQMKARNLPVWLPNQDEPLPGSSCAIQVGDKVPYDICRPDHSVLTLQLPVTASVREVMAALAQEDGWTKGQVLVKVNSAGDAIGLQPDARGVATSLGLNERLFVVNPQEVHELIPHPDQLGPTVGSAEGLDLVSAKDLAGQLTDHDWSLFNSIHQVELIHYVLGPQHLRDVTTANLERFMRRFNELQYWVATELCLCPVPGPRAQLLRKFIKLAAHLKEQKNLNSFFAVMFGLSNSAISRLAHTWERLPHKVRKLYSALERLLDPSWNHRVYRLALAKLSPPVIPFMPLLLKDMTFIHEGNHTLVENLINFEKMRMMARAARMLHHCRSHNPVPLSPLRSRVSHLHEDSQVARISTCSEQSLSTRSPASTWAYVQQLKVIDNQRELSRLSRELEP
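Read-out is the fluorescence drop as BODIPY-GDP leaves Rap1B (480 nm excitation, 540 nm emission), recorded every 5 minutes over 30 minutes. Reactions held 100 nM EPAC1, 250 nM Rap1B–BODIPY-GDP and 50 uM GDP, with 6.5 mM cAMP setting full activation.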
EPAC2 ag = qHTS for Agonist of cAMP-regulated guanine nucleotide exchange factor 4 (EPAC2): primary screen; EPAC2 activation, biochemical qHTS; response scale: 100% = 6.5 mM cAMP response; Potency, µM (doses to about 154 µM), inactives show at the highest dose activation, hits mostly activators; 0.079% of 360,000 active; note: nearly all actives have a fitted effect of over 50% in size
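In this primary screen, activation is scored as increased exchange of BODIPY-GDP from Rap1B by 100 nM EPAC2, with 50 uM GDP as competitor. Signal is normalized to the 6.5 mM cAMP agonist control.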
FUS suppressor = qHTS for Suppressors of FUS Proteinopathy: Primary screen using FUS-linked yeast assay; S. cerevisiae FUS-expressing, growth rescue, OD600, 24 h; Potency, µM (doses to about 76.6 µM), for inactives: at the top dose growth rescue (activation), most hits filed as activators; 0.24% of 390,000 active;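 note: plate controls were DMSO vehicle for no effect and reference control for full effect; nearly all actives have a fitted effect of over 55% in size; some results filed as inactive show a strong effect at the top dose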
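Toxicity suppression screen in FUS-yeast. Cells induced with 2% galactose, starting OD 0.005, treated 24hr at 30C with compounds at multiple final concentrations; growth by OD600.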
PTHR1 ag = qHTS for PTHR1 Agonists: Primary Screen; Parathyroid hormone/parathyroid hormone-related peptide receptor (Homo sapiens), Q03431; HEK293 GP2 PTHR1 cells, GloSensor cAMP luminescence, 1 h; Potency, µM (top dose mostly 115 µM), for inactives: at the top dose activation, most hits filed as activators; 0.075% of 410,000 active; note: nearly all actives have a fitted effect of over 55% in size; some results filed as inactive show a strong effect at the top dose; inactives centre near -15; many of its hits are not listed in these tables
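HEK-293-derived GP2 cells expressing PTHR1 and a GloSensor cAMP reporter, 3,000/well, plated overnight, given luciferin plus IBMX (each 0.5 mM as added) for 1 h at 37 °C, then compound for 1 h at 37 °C. Luminescence was read after 15 min at room temperature.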
TDP43 rescue = qHTS of TDP-43 Inhibitors; 1.8% of 410,000 active; Potency, µM (doses to about 46.1 µM), for inactives: at the top dose growth rescue (activation), hits mostly activators; TDP-43 expressing yeast growth rescue, BacTiter-Glo, 24 h; note: % of control where 0% means no effect; nearly all actives have a fitted effect of over 50% in size
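Luminescence from BacTiter-Glo reports growth of TDP-43-expressing yeast after 24 hr at 30 deg C with compound. Cells were raffinose-pregrown to mid-log, then seeded in galactose medium at OD600=0.02.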
EPAC1 antag = qHTS for Antagonist of cAMP-regulated guanine nucleotide exchange factor 3 (EPAC1): primary screen; Rap guanine nucleotide exchange factor 3 (Homo sapiens), O95398; EPAC1 GEF assay, Rap1b-BODIPY-GDP exchange fluorescence; Potency, µM (doses to about 115 µM), without a hit: at the top dose activity change, negative = inhibition, hits mostly inhibitors; 0.14% of 360,000 active; AID 720709, 2013;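 note: plate controls were vehicle for no effect and positive control for full effect; nearly all actives have a fitted effect of over 50% in size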
aSyn rescue = qHTS of alpha-syn Inhibitors. 0.14% of 370,000 active. AID 652106, 2013. Potency, µM (highest dose often 46.1 µM), for the others: top-dose growth rescue (activation), most hits filed as activators. Yeast expressing alpha-synuclein, growth rescue, BacTiter-Glo, 24 h; note: % of control where 0% means no effect; nearly all actives have a fitted effect of over 65% in size
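Readout is rescue of growth in alpha-synuclein-expressing yeast, so inhibitors of toxicity appear as activators. Growth after 24 hr at 30 deg C in galactose medium is quantified by luminescence.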
EPAC2 antag = qHTS for Antagonist of cAMP-regulated guanine nucleotide exchange factor 2 (EPAC2): primary screen | 0.18% of 360,000 active | EPAC2 GEF exchange of Rap1B-BODIPY-GDP, fluorescence | Potency, µM (titrated, usually from 114 µM), without a hit: top-dose activity, negative = inhibition, actives largely listed as inhibitors | Rap guanine nucleotide exchange factor 4 (Homo sapiens), Q8WZA2; note: % is set by controls: 0 for no effect and ±100 for the full control effect; nearly all actives have a fitted effect of over 45% in size; many of its hits are not listed in these tables
Active calls of the source: *; i = inactive; ? = inconclusive; / = no result given; & = joins results of further samples; [ ] = dose if it differs, or a comment. Calls come from the whole dose curve; as a rule, active = well fitted curve in the direction sought with a large enough effect; inconclusive = small, poorly fitted or top-dose-only effect, or another doubt; inactive = no such curve, though single readings can be large; an effect the other way counts as inactive or inconclusive. Potency is the fitted concentration of half-maximal effect.

structure	FUS suppressor	PTHR1 ag	EPAC2 antag	EPAC1 antag	EPAC1 agonist	EPAC2 ag	aSyn rescue	TDP43 rescue
COc1cc(OC)cc(C(=O)N[C@H](C(=O)OCC(=O)Nc2cccc(F)c2)C(C)C)c1	/	i	-20%	?	-16%	7%	15%	12%
O=c1[nH]c2ccccc2cc1CN(Cc1ccco1)S(=O)(=O)c1ccc(F)cc1	2%	i	9%	1%	1%	-10%	12%	-10%
Cc1csc2ncc(C(=O)N3c4ccccc4CC3C)c(=O)n12 (configuration not stated)	11%	i	-5%	-8%	-4%	0%	2%	10%
Cc1cc(C)c[n+](-c2nc3ccccc3nc2C(=C=[N-])C#N)c1	-16%&7%	-73%[inhibitor]	-11%&2%	7%&5%	3%&-7%	0%&-23%	-3%&-15%	10%&2%
COc1ccc(NC(=O)C(c2ccccc2)N(C)C(=O)CNC(C)=O)cc1 (configuration not stated)	2%	-14%	1%	0%	1%	6%	-1%	-1%
CCCNC(=O)C1(C)CCCN(C(=O)c2ccc3ccccc3c2)C1 (configuration not stated)	-3%	-24%	2%	-11%	3%	5%	0%	17%
CC(=C\c1ccccc1)/C=C1/SC(=S)N(CCC(=O)O)C1=O	1%	i	0%	-5%	7%	-1%	8%	26%
CCCC1(C(=O)OC)NC(c2ccco2)C2C(=O)N(c3ccc(C)cc3)C(=O)C21 (configuration not stated)	20%	-4%	-2%	4%	-1%	5%	1%	11%
O=C(NCCO)c1nc(C(=O)c2ccccc2)c2ccccc2n1	-7%	-3%	1%	-26%	-7%	1%	1%	-15%
CSc1ccccc1OCc1cc(C(=O)NCCC2=CCCCC2)no1	5%	-15%	-1%	-4%	-9%	7%	-1%	-6%
O=[N+]([O-])c1ccc(N/N=C2\CC3CC=CC23)cc1 (configuration not stated)	-2%	-94%[inhibitor]	-9%	-23%	2%	3%	2%	21%
CCc1cccc(CC)c1NC(=O)COC(=O)Cc1ccsc1	/	7%	1%	15%	-6%	8%	-1%	-2%
Cn1ncc2nc[nH]c(=O)c21	3%	-16%	-2%	-2%	10%	5%	0%	-11%
O=C(CSCc1ccc([N+](=O)[O-])cc1)NC1CC1	/	i	9%	-3%	-13%	1%	-6%	9%
CCCc1nnc(NC(=O)CCS(=O)(=O)c2ccccc2)s1	-9%	i	2%	-21%	-1%	4%	0%	-4%
COc1ccc(C2C=C(C34CC5CC(CC(C5)C3)C4)NC(=S)N2)cc1 (configuration not stated)	43%	-9%	-7%	-8%	-5%	8%	10%	16%
COc1ccccc1NC(=O)C(=O)NCCCN1CCCC1=O	12%	-7%	18%	-7%	0%	-3%	-6%	-25%
Cc1nn(-c2ccccc2)c(Cl)c1C(=O)OCC(=O)NCCc1ccc(S(N)(=O)=O)cc1	7%	-30%[inhibitor]	5%	-6%	-11%	-3%	1%	-5%
C/C(=N\NS(=O)(=O)c1ccc(C)cc1)c1ccc(C)o1	-14%	i	-18%	-3%	6%	-1%	1%	-12%
COc1ccccc1C(=O)NCC(=O)N/N=C/c1ccc2c(c1)OCO2	9%	-23%	7%	10%	5%	5%	0%	-9%
COc1ccc(CNC(=O)CN(Cc2ccco2)C(=O)CCC(=O)Nc2ccccn2)cc1	-9%	i	?	8%	-6%	-7%	2%	10%
Cc1ccc(COC(=O)CCCN=C2NS(=O)(=O)c3ccccc32)cc1	6%	-40%[inhibitor]	-1%	-6%	6%	13%	-2%	23%
COc1cc(CNCCCN2CCOCC2)cc(Br)c1OCC(=O)N1CCCCC1	17%	i	18%	15%	-6%	-2%	-9%	-19%
NC(=O)CN(c1ccccc1)C1SC(=O)N(Cc2ccccc2)C1=O (configuration not stated)	0%	i	1%	-2%	5%	8%	1%	2%
CC(C)COc1ccc(Nc2ncnc3ccc(Br)cc23)cc1	-8%	-7%	/	/	/	/	-1%	7%
COCCNC(=O)c1cccc(OC2CCN(Cc3ccc(C(=O)OC)cc3)CC2)c1	13%	-1%	18%	10%	-8%	3%	-5%	0%
CCOC(=O)[C@@H]1[C@H]2COc3ccc(Br)cc3[C@@H]2N2C(=O)N(c3ccc(Cl)cc3)C(=O)[C@@]12C	?	-18%	8%	1%	-1%	13%	5%	12%
COc1ccccc1CNc1nc(Nc2ccccc2-n2cccn2)c2sccc2n1	-1%	-12%	15%	-15%	12%	7%	-12%	15%
CC(Sc1nc2nn(-c3ccccc3)c(=O)c-2c2n1CCCCC2)C(N)=O (configuration not stated)	-1%	i	4%	-10%	8%	10%	-7%	0%
O=C(C1CC(=O)N(c2ccc(Cl)cc2)C1)N1CCCCCC1 (configuration not stated)	25%	i	16%	7%	-5%	5%	-1%	-20%
CCC(C)(C(=O)NC1CCCC1)N(C)C(=O)c1ccccn1 (configuration not stated)	-22%	i	-4%	-8%	0%	3%	1%	0%
CCOC(=O)c1c(NC(=O)c2cccs2)sc2c1CCC2	-24%	i	2%	4%	-2%	6%	-11%	-19%
CCc1n[nH]c(=S)n1/N=C/c1ccccc1OCc1ccc(Cl)cc1	6%	i	0%	6%	-4%	-1%	-12%	-8%[0.397 µM]
CC(NC(=O)c1ccccc1)c1nnc(SCC(=O)NC2=NCCS2)n1C (configuration not stated)	16%	-52%[inhibitor]	-6%	-9%	0%	9%	-6%	-21%
O=C(NCC(=O)N1CCN(S(=O)(=O)c2ccc3c(c2)OCCO3)CC1)c1ccccc1F	?	-42%[inhibitor]	-9%	17%	-6%	2%	0%[1.84 µM]	-6%
O=S(=O)(Nc1nnc(C2CC2)s1)c1ccccc1	-22%	-5%	0%	10%	-13%	-3%	5%	7%
Cc1ccc(CCNC(=O)C2CCN(S(=O)(=O)c3ccc4c(c3)NC(=O)C(C)S4)CC2)cc1 (configuration not stated)	18%	-25%	-2%	-24%	6%	5%	-3%	1%
COc1ccc(CN2CCNC(=O)C2CC(=O)N(C)CCCN2CCOCC2)cc1C (configuration not stated)	10%	i	1%	3%	12%	7%	-4%	-12%
N#C/C(=N/Nc1ccccc1[N+](=O)[O-])C(N)=S	2%	-35%[inhibitor]	-5%	-10%	-9%	8%	-19%	-17%[1.82 µM]
N#Cc1cccc(NC(=O)c2cc(C3CCCCN3C(=O)c3ccccn3)on2)c1 (configuration not stated)	9%	i	-17%	-15%	3%	7%	0%	7%
CCc1nc2ccc(C(=O)Nc3ccc(NC(C)=O)cc3)cn2c1N(C)CCCc1ccccc1	31%	-9%	?	-1%	-7%	1%	-6%	15%
CCCCNC(=O)Cc1coc2ccc3ccccc3c12	24%	-2%[57.5 µM]	0%	-7%	3%	7%	2%	0%
O=C(CSc1nc2ccccc2c(=O)n1-c1ccc(SC(F)F)cc1)Nc1ccc(N2CCOCC2)cc1	42%	-11%	12%	9%	-14%	-3%	1%	-19%[0.397 µM]
NS(=O)(=O)c1ccc(CNS(=O)(=O)c2ccc3c(c2)OCCO3)cc1	-11%	-19%	4%	?	5%	7%	-4%	1%
Cc1nc(SCc2ccc(F)cc2)c2oc3ccccc3c2n1	-9%	-6%	-6%	10%	5%	-1%	3%	9%

Among those listed so far, these have bromine:
structure	FUS suppressor	PTHR1 ag	EPAC2 antag	EPAC1 antag	EPAC1 agonist	EPAC2 ag	aSyn rescue	TDP43 rescue
COc1cc(CNCCCN2CCOCC2)cc(Br)c1OCC(=O)N1CCCCC1	17%	i	18%	15%	-6%	-2%	-9%	-19%
CC(C)COc1ccc(Nc2ncnc3ccc(Br)cc23)cc1	-8%	-7%	/	/	/	/	-1%	7%
CCOC(=O)[C@@H]1[C@H]2COc3ccc(Br)cc3[C@@H]2N2C(=O)N(c3ccc(Cl)cc3)C(=O)[C@@]12C	?	-18%	8%	1%	-1%	13%	5%	12%

(list continues)
structure	FUS suppressor	PTHR1 ag	EPAC2 antag	EPAC1 antag	EPAC1 agonist	EPAC2 ag	aSyn rescue	TDP43 rescue
CCOC(=O)C(=NCC1CCCO1)NNc1cc(Cl)ccc1Cl (configuration not stated)	30%	-41%[inhibitor]	-10%	?	8%	13%	-2%	12%
CN(C)S(=O)(=O)c1ccc(N2CCCC2)c(C(=O)NCc2ccc(Cl)cc2)c1	19%	i	-5%	-4%	4%	8%	7%	5%
Cc1ccccc1C(=O)NCCN1CCC(n2c(=O)[nH]c3ccccc32)CC1	-8%	i	4%	28%	1%	2%	3%	-3%
COC(=O)[C@]1(Cc2ccccc2)N[C@H](CN(C)S(=O)(=O)c2ccc(F)cc2)[C@@H]2C(=O)N(C)C(=O)[C@@H]21	20%	i	14%	-6%	6%	11%	1%	17%
CC(C(=O)N1CCN(Cc2ccccc2)CC1)c1ccc([N+](=O)[O-])cc1 (configuration not stated)	-24%	-2%	12%	-26%	10%	18%	4%	4%
Cc1ccc(CNC(=O)c2ccc(OCC3CCCO3)cc2)cc1 (configuration not stated)	/	i	11%	-3%	2%	6%	0%	4%
O=c1cc(CN2CCN(S(=O)(=O)c3cccc(Cl)c3)CC2)c2ccc(O)cc2o1	34%	-15%	-9%	79µM*	-7%	-12%	-1%	-19%
O=C(Cn1cnc2ccccc21)NCc1ccccc1	-4%	-29%	1%	-2%	-1%	9%	-10%	-23%
CCCOc1cc(CN2CCCCC2)cc(C(C)=O)c1	-35%	i	-2%	1%	3%	4%	-2%	13%
CC(C)C(NC(=O)c1ccccc1)c1nnc(SCC(=O)NC2CCCC2)n1C (configuration not stated)	-7%	i	0%	-20%	0%	10%	-8%	-5%
Cc1cccc(N(CC(=O)NC(C)C)C(=O)CCC(=O)Nc2ccccn2)c1	4%	-30%	2%	7%	6%	5%	-2%	7%
O=C(COC(=O)C1(c2cccc(F)c2)CCCC1)NCc1cccs1	-12%	?	-12%	-9%	4%	23%	9%	5%
O=C(Nc1ccncc1)C1(c2ccccc2)CCCC1	-12%	-9%	5%	16%	4%	7%	6%	8%

This is a subset; count on the stated rates, not on these rows.
